GSK3A inh = blockers of GSK3A enzyme activity – biochemical, luminescence, cell-free homogeneous, HTS, primary screen; AID 2650, 2010; Glycogen synthase kinase-3 alpha (Homo sapiens), P49840; hit rate 0.1% among 320,000; GSK-3 alpha kinase, ADP-Glo luminescence, 60 min; inhibition, % at 10 µM;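 in the data active = inhibition above about 50%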;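 note: GST-tagged GSK-3 alpha with peptide substrate and 25 µM ATP; 0% = DMSO neutral wells and 100% = GW8510 positive control wells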
Target sequence (P49840 whole entry, looked up): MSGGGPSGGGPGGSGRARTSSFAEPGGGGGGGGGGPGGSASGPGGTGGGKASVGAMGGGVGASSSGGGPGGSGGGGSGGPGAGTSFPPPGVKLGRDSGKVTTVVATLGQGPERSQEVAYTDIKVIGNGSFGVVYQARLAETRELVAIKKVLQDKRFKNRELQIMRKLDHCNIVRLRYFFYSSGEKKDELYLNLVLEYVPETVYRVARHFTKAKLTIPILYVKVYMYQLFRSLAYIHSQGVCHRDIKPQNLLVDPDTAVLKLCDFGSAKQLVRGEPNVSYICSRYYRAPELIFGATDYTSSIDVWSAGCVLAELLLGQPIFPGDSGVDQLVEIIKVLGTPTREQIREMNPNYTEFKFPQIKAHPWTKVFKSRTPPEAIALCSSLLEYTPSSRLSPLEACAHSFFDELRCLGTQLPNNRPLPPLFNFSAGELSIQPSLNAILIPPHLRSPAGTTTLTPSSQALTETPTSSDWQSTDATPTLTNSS
GSK3B inh = human GSK3beta kinase inhibitors, primary screen, biochemical, cell-free homogeneous, HTS. Glycogen synthase kinase-3 beta (Homo sapiens), P49841. GST-GSK3beta kinase, ADP-Glo luminescence, 60 min; active compounds read low. activity score (negative = inhibition), % at 10 µM. hit rate 0.038% among 300,000. AID 2097, 2009;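 active = more than half of replicate wells score below -50%, meaning over 50% inhibition versus plate controls; inconclusive = some replicates but at most half score below -50%; inactive = no replicate scores below -50%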;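 note: 0% = median DMSO wells and -100% = median GW8510 positive control wells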
Target sequence (P49841 whole entry, looked up): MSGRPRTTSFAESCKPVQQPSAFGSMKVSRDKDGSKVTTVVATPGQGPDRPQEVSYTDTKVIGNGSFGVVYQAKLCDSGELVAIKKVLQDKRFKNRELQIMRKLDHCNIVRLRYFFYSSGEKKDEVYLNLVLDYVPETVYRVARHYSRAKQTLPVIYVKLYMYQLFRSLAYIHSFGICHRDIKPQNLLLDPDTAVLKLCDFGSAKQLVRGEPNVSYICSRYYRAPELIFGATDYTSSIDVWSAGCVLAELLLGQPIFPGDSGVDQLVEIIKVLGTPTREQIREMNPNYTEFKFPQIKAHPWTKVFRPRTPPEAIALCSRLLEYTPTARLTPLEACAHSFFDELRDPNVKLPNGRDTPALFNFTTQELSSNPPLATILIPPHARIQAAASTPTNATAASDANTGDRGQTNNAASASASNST
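test system = GST-tagged human GSK3beta kinase, cell-free | reagent = 25 µM ATP with peptide substrate | dosing = one dose of 10 µM per compound | schedule = 60 min reaction, RT | detection = luminescent ADP-Glo measurement of ADP formed | control set = DMSO neutral wells and GW8510 at 20 µM as positive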
IEC-6 cytotox = cytotoxicity in IEC-6 intestinal epithelial cells, primary screen, cytotoxicity control for KLF5 inhibitor project, cell-based, luminescence | inhibition, % at 5 µM | IEC-6 cytotoxicity, luminescence viability | hit rate 0.78% among 290,000; in the data active = inhibition above about 22%;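 note: 0% = plate median of test compound wells and 100% = cytotoxic reference compound wells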
AI-2 QS modul = Vibrio harveyi AI-2 quorum sensing modulators, primary screen, JMH597 strain, luminescence/OD600 ratio. hit rate 0.4% among 300,000. activity change, % at 7.5 µM. Vibrio harveyi JMH597 AI-2 luminescence/OD600 ratio, 9 h; active compounds read low; strain lacks LuxN and CqsS sensors; 0 = neutral-control median; in the data active = activity change below about -75%, passing the limit was not always enough; inconclusive = no clear call, values can overlap the other calls;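 note: luminescence divided by OD600 gain over 9 h not by final OD600 alone; inactives centre near 13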
HIF activator = HIF pathway transcriptional activators, primary screen, cell-based, U2OS HRE-luciferase, luminescence. U2OS HRE-luciferase reporter; normalized: DMSO 0%, desferrioxamine 100%. activation, % at 7.5 µM (by protocol). hit rate 0.32% among 300,000. AID 1910, 2009;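 active = mean activation of at least 10% of the iron chelator positive control signal, with at least half of replicates also reaching 10%; inconclusive = mean and replicate majority disagree about reaching 10%; inactive = mean and most replicates under 10%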
HSF-1 act = HSF-1 activators, primary screen, NIH3T3-HGL cells, MG132 stress, luminescence, single point. AID 504408, 2011. activation, % at 9 µM. hit rate 1.7% among 300,000. NIH3T3-HGL HSF-1 luciferase reporter, 8 h; 100% = twice DMSO control signal;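 active = mean replicate activation of at least 50% with a set share of replicates each reaching 50%; inconclusive = only one of those two conditions met; inactive = mean below 50% and too few replicates reaching it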;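 note: 0% = median of the neutral control wells and 100% = twice that signal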
HSF1 inh = HSF1 inhibitors in luciferase reporter cells, primary screen, cell-based, NIH3T3, luminescence; activity change, negative = inhibition, % at 7.5 µM (by protocol); AID 2098, 2009; NIH3T3-HGL HSE-luciferase, MG132-induced, luminescence 8 h; active compounds read low; hit rate 0.77% among 300,000;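 active = more than half of replicate wells show activity change below -50%, luminescence cut by over half; inconclusive = some wells, but at most half, below -50%; inactive = no replicate well below -50%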;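 note: luciferase reports HSF-1 transcriptional activity via heat shock element; 0% = median of DMSO wells and -100% = zero luminescence signal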
KLF5 inhibitor = KLF5 expression inhibitors, primary screen, DLD-1 cells, luminescence; DLD-1 KLF5 promoter-luciferase reporter; inhibition, % at 5 µM; hit rate 0.23% among 290,000; AID 1700, 2009;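 active = inhibition above a per-plate limit of that plate's mean compound inhibition plus 3 SD, cut at about 60% in these data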;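 note: 0% = DMSO wells and 100% = LY294002 at 200 µM; higher means less KLF5 promoter-driven luciferase light; inactives centre near -14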
aSyn UTR inh = MLPCN primary screen, SNCA 5' untranslated region. alpha-synuclein 5'UTR reporter, inhibitor activity. inhibition, % (tested at 7.5 µM). hit rate 0.82% among 300,000. AID 1813, 2009; in the data active = inhibition above about 60%; inconclusive = no clear call, values can overlap the other calls;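 note: H4 neuroglioblastoma cells stably carrying SNCA 5'UTR luciferase fusion; 0% = DMSO wells and 100% = positive control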
HSP90 inh = HSP90 inhibitors, primary screen, cell lysate, luminescence; Heat shock protein HSP 90 (rabbit reticulocyte lysate; luciferase refolding); Rabbit reticulocyte lysate, luciferase refolding luminescence, 3 h; inhibition, % at 5.6 µM; hit rate 0.91% among 290,000; AID 1789, 2009;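 active = inhibition above the screen-wide mean plus 3 SD, computed separately per campaign, cut at about 16% in these data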;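 note: 0% = DMSO wells and 100% = 60 µM geldanamycin wells; inhibitors lower the luminescence because luciferase stays unfolded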
Active calls of the source: *; u = inconclusive; x = no result given.

smiles	KLF5 inhibitor	IEC-6 cytotox	AI-2 QS modul	HIF activator	aSyn UTR inh	HSF-1 act	HSP90 inh	GSK3B inh	HSF1 inh	GSK3A inh
Cc1ccc(NC(=O)c2ccc(S(=O)(=O)N3CCCCC3)cc2)cc1	3	0	32	-0.6	23	-8	-2	0	-12	x
O=C(C1CCCN(CCCc2ccccc2)C1)N1CCCCCC1 (centres undefined)	-17	-3	7	0.2	-2	-19	2	-1	8	-1
CC(=O)Nc1ccc(C(=O)COC(=O)C2CC3CCCC(C2)C3=O)cc1 (centres undefined)	x	x	u	-0.1	-9	2	x	3	0	-2
O=C(Nc1ccc(Cl)cc1)c1csc(Cc2ccccc2)n1	-24	0	10	2.5	-72	39	-4	2	25	3
Cc1ccccc1NC(=O)CSCc1nc(N)nc(Nc2ccccc2C)n1	-38	-2	37	0.5	3	17	0	1	11	2
Cc1ccc(/C=C/C(=O)N2CC(C)CC(C)C2)o1 (centres undefined)	-3	1	11	1.1	-23	51*	1	2	44	-1
COc1ccc(C)cc1NC(=O)c1ccc(CN2CCc3ccccc3C2)cc1	-14	1	5	-20	-11	-52	7	-4	-40	6
COC(CNC(=O)c1c[nH]c2ccc(S(=O)(=O)N3CCC4(CC3)OCCO4)cc2c1=O)OC	-12	-1	18	-0.4	3	-2	7	1	-10	-1
Cc1ccc(NC(=O)C(NC2CCCc3ccccc32)c2ccccc2)cc1Cl (centres undefined)	1	0	4	0.1	-15	-3	-2	-1	-3	x
CCn1c2ccccc2c2cc(/C=N/NC(=O)c3ccccc3)ccc21	-28	0	33	-0.6	8	12	-1	2	6	1
CCN(c1ccc(F)cc1)S(=O)(=O)c1ccc2[nH]cc(C(=O)NCCCN3CCOCC3)c(=O)c2c1	-13	-4	-1	-0.5	-1	21	2	1	7	-1
COc1cc(CN2CCCC(N3CCN(c4ccc(F)cc4)CC3)C2)ccc1F (centres undefined)	-3	0	6	-12	-12	-3	3	-1	5	0

9 entries already listed, sorted by count of non-hydrogen atoms, ascending.
smiles	KLF5 inhibitor	IEC-6 cytotox	AI-2 QS modul	HIF activator	aSyn UTR inh	HSF-1 act	HSP90 inh	GSK3B inh	HSF1 inh	GSK3A inh
Cc1ccc(/C=C/C(=O)N2CC(C)CC(C)C2)o1 (centres undefined)	-3	1	11	1.1	-23	51*	1	2	44	-1
O=C(Nc1ccc(Cl)cc1)c1csc(Cc2ccccc2)n1	-24	0	10	2.5	-72	39	-4	2	25	3
O=C(C1CCCN(CCCc2ccccc2)C1)N1CCCCCC1 (centres undefined)	-17	-3	7	0.2	-2	-19	2	-1	8	-1
Cc1ccc(NC(=O)c2ccc(S(=O)(=O)N3CCCCC3)cc2)cc1	3	0	32	-0.6	23	-8	-2	0	-12	x
CC(=O)Nc1ccc(C(=O)COC(=O)C2CC3CCCC(C2)C3=O)cc1 (centres undefined)	x	x	u	-0.1	-9	2	x	3	0	-2
Cc1ccccc1NC(=O)CSCc1nc(N)nc(Nc2ccccc2C)n1	-38	-2	37	0.5	3	17	0	1	11	2
COc1cc(CN2CCCC(N3CCN(c4ccc(F)cc4)CC3)C2)ccc1F (centres undefined)	-3	0	6	-12	-12	-3	3	-1	5	0
COC(CNC(=O)c1c[nH]c2ccc(S(=O)(=O)N3CCC4(CC3)OCCO4)cc2c1=O)OC	-12	-1	18	-0.4	3	-2	7	1	-10	-1
CCN(c1ccc(F)cc1)S(=O)(=O)c1ccc2[nH]cc(C(=O)NCCCN3CCOCC3)c(=O)c2c1	-13	-4	-1	-0.5	-1	21	2	1	7	-1

New compounds follow:
smiles	KLF5 inhibitor	IEC-6 cytotox	AI-2 QS modul	HIF activator	aSyn UTR inh	HSF-1 act	HSP90 inh	GSK3B inh	HSF1 inh	GSK3A inh
COc1ccccc1[C@@H]1C(c2cccc(Cl)c2)=NN(c2ccc(Br)cc2)[C@H]1C(=O)N1CCOC1=O	6	8	1	0.3	-7	2	0	1	5	-2
CC(=O)N1CCc2cc(S(=O)(=O)Nc3ccc(C)cc3)ccc21	4	5	15	0.4	-8	-7	1	-6	-2	-2
COc1cc(NS(=O)(=O)c2ccc(NC(C)=O)cc2)nc(OC)n1	-3	10	22	-0.3	13	-3	5	2	-1	-3
Cc1cnc(C(=O)OCC(=O)c2ccc(-c3ccccc3)cc2)cn1	-14	13	10	0.0	-8	-3	1	1	-5	-3
N=c1oc2ccccc2cc1C(=O)NCc1ccccc1	-4	4	-17	0.5	-7	3	-4	-1	-1	0
Cc1cc(C)cc(OCC(=O)Nc2cccc(-c3nc4ncccc4o3)c2)c1	-8	0	23	-0.3	1	1	0	1	2	0
CCOC(=O)c1ccccc1NC(=O)COC(=O)CCC(=O)c1ccccc1	-18	-7	11	-0.2	27	2	-1	1	-4	1
CCCn1c(SCC(=O)NCc2ccco2)nnc1C(C)C	16	-5	19	-1.2	5	-15	-4	-1	2	-4
Cc1ccc(OC(C)C(=O)N2CCCc3ccccc32)cc1 (centres undefined)	-18	-1	1	0.2	-11	12	7	1	-4	-2
CCN(CC)S(=O)(=O)c1ccc(/C=C/C(=O)Nc2ccccc2N2CCOCC2)cc1	-30	2	21	-0.4	16	13	2	2	2	-2
CCN(CC)c1ccc(/C=N/NC(=O)Cc2cccs2)c(O)c1	-19	7	-6	1.7	u	19	-3	-2	-4	-1
Cc1cc(C)n(-c2ccc(C(=O)OCC(=O)Nc3ccc(Cl)cc3[N+](=O)[O-])cc2)n1	-29	2	29	-0.1	10	12	-2	-1	-5	2
Cn1c(-c2sc3cc(C(F)(F)F)cnc3c2-c2cccs2)n[nH]c1=S	-15	3	10	0.1	-10	-24	2	4	-10	1
C[C@@H](NC(=O)c1nc[nH]c1C(=O)N[C@@H](CCCCNC(=O)OC(C)(C)C)C(=O)OC(C)(C)C)c1ccccc1	-14	2	12	0.0	26	4	6	1	3	1
CCOCC(=O)Nc1ccc(S(=O)(=O)N2CCC(c3nc4ccccc4[nH]3)CC2)cc1	x	x	4	u	7	3	x	-1	-6	-4
CCCN1C(=O)/C(=C/C=C2\N(CC)c3ccccc3C2(C)C)SC1=S	-42	6	14	-2.3	28	-8	1	0	-2	-2
Cc1ccccc1CCNC(=O)Cn1ccc2cc(S(=O)(=O)N3CCCC3)ccc21	3	1	17	x	6	-19	-1	1	-4	x
O=C(NCc1ccc2c(c1)OCO2)c1cccnc1Cl	-6	0	-2	0.4	-4	4	4	-2	-1	-3
CCOC(=O)CCN	x	x	28	0.2	12	-1	x	0	-4	-3
CCC1CCCCN1C(=O)COc1cccc2c1CCN(C)C2=O (centres undefined)	-35	2	15	0.0	-7	5	0	-5	4	3
CC(=O)c1sc(NC(=O)c2ccc3c(c2)OCO3)nc1C	-185	5	32	2.3	-136	33	6	2	19	-1
COc1cccc(NC(=O)Nc2nnc(CC(=O)Nc3ccccc3)s2)c1	-12	-5	20	1.0	-18	9	-6	1	-6	-2
Cc1sc2ncnc(OCC(=O)N3CC(=O)Nc4ccccc43)c2c1C	-42	-8	12	x	x	x	6	0	x	0
COc1cc2cccc(OC)c(=O)c2c(O)c1OC	-48	-7	-3	0.6	-70	7	-4	1	7	-1
O=C(O)Cn1nc(C(F)(F)F)c2c1CCCC2	-72	-2	25	-0.3	10	x	1	-3	x	-2
CCOc1ccc(S(=O)(=O)NCc2ccncc2)cc1NC(=O)c1ccccc1F	-16	3	2	-0.6	-4	8	-2	1	9	1
O=C(NNC(=S)NCc1ccco1)c1ccccc1Br	-27	-6	4	-0.1	1	27	3	2	1	-1
Cc1nnsc1C(=O)Nc1cccc(Cl)c1Cl	-18	-8	24	-0.4	28	-6	0	1	-6	-2
CN(C(=O)COC(=O)c1ccccc1SCC(=O)N1CCCC1)C1CCS(=O)(=O)C1 (centres undefined)	3	0	18	2.2	3	-13	8	1	-13	1
COc1ccc(C(=O)Nc2ccc(S(=O)(=O)NC(C)C)cc2)cc1	-40	1	7	-0.8	28	5	1	-3	-3	0
CCc1cc(OCCCSc2nc(C)cc(=O)[nH]2)ccc1Cl	-28	2	x	-0.4	16	1	2	x	4	-5
COc1ccc(Nc2nc(N)nc(CN3CCc4ccccc4C3)n2)cc1	-6	-2	23	0.7	-10	5	1	2	-14	x
COc1ccc(NS(=O)(=O)c2cccc(N/C(=N\S(=O)(=O)c3ccccc3)c3ccc(F)cc3)c2)cc1	7	4	42	-0.2	21	15	-4	-6	0	0
COC(=O)c1n[nH]nc1-c1ccccc1	15	4	12	-0.5	14	3	-5	0	-2	7
CCOC(=O)c1c(NC(=O)CN2CCN(C(=O)C3CCCO3)CC2)sc(C)c1C (centres undefined)	-16	-2	24	-0.4	1	6	-2	-2	-4	0
N#Cc1c(Nc2ccc(F)cc2)sc(C(=O)c2ccc(F)cc2)c1N	0	-8	25	-0.2	31	-13	0	-1	-9	1
COc1cccc(N(CC(=O)NC2CCCCC2)C(=O)CCC(=O)Nc2nccs2)c1	1	3	15	-1.1	-2	-18	0	2	-1	-2
Clc1cccc2sc(-c3nnc(-c4ccccc4)o3)c(Cl)c12	-30	-7	34	1.8	-137	27	1	0	20	-5
O=C(c1ccc(-c2ccc([N+](=O)[O-])cc2)o1)N1CCCCC1	-32	0	16	1.5	-106	87*	8	0	57	1
O=C(c1cccc([N+](=O)[O-])c1)N1CCN(C(=O)c2ccco2)CC1	-31	-2	7	-0.3	-5	-13	-2	2	-6	-1
CC(C)(C)NS(=O)(=O)c1ccc(/C=C/C(=O)O)cc1	-17	-3	3	-0.2	9	0	-2	1	-8	-2
O=C(CSc1nc2ccccc2n1S(=O)(=O)c1ccccc1)N1CCCCC1	-62	-5	29	2.3	-100	-58	-4	-7	-56*	-3
